# Rtt109 HAT inh = inhibitors of C. albicans Rtt109/Vps75 HAT, primary screen, biochemical, ThioGlo CoA-SH fluorescence, plate reader. Histone acetyltransferase RTT109 (Candida albicans (strain SC5314 / ATCC MYA-2876)), …. purified Rtt109/Vps75, 4 h. inhibition, % at 34.9 µM. hit rate 0.16% among 330,000;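 active = inhibition of at least 50% in every replicate; inconclusive = best replicate reaches 50% inhibition but some replicates fall short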
# dFosB activator = activators of delta FosB homodimer, primary screen, biochemical, fluorescence polarization, TAMRA-CDK5 oligo, single point | hit rate 0.99% among 340,000 | AID 493131, 2011 | activation, % at 25 µM | purified delta FosB; percent of positive-control signal above neutral wells;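 active = mean activation above about 17%, with every replicate also reaching it, limit read from the data, passing the limit was not always enough; inconclusive = only one of the two conditions met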;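 note: fluorescence polarization rise as delta FosB binds a TAMRA Cdk5 AP-1 oligo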
# RTF Ca sens inh = cardiac RTF calcium sensitivity inhibitors, primary screen, biochemical, IANBD-TnC fluorescence, EC70 calcium | Troponin I, cardiac muscle (Homo sapiens) + Troponin T, cardiac muscle (Homo sapiens) + … | IANBD-labeled cardiac RTF, Ca2+ fluorescence | inhibition, % at 7.15 µM | hit rate 0.12% among 340,000;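 active = inhibition above the mean inhibition of all tested compounds plus 3 SD, cut at about 17% in these data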;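 note: assay run at fixed EC70 calcium of 1.6 mM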
# CDK5 inh = inhibitors of human CDK5/p35 kinase, primary screen, biochemical, single concentration | Cyclin-dependent kinase 5 (Homo sapiens) + Cyclin-dependent kinase 5 activator 1 (Homo … | Recombinant CDK5/p35, ADP-Glo luminescence, 60 min | inhibition, % at 10 µM | hit rate 0.01% among 330,000 | AID 488839, 2010;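 active = highest replicate inhibition of at least 50% and at least 75% of replicates reaching 50%; inconclusive = only one of the two criteria met; inactive = both criteria failed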;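 note: plate controls were DMSO neutral control for no effect and GW8510 at 10 µM for full effect; many of its hits are not listed in these tables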
# PfHsp90 set2 = growth inhibition of PfHsp90-expressing yeast, primary screen, antimalarial PfHsp90 inhibitor project, S. cerevisiae, BacTiter-Glo luminescence, single point, set 2; BacTiter-Glo ATP, 48 h; yeast lacking PDR1 and PDR3 efflux regulators; inhibition, % at 9.4 µM; hit rate 0.32% among 310,000;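 active = every replicate shows inhibition above about 80%, whatever the replicate mean, limit read from the data; inconclusive = mean inhibition reaches the set limit but some replicate falls short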;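 note: 0% = DMSO neutral controls and 100% = 20 µM radicicol positive controls; yeast relying on Plasmodium falciparum Hsp90 in place of its own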
# NSD2 inh = NSD2 histone methyltransferase inhibitors, primary screen, biochemical, AlphaScreen, single concentration, set 2; inhibition, % at 12.5 µM; NSD2 peptide methylation, 120 min; hit rate 0.54% among 310,000; in the data active = inhibition above about 50%
# Target sequence (O96028 whole entry, looked up): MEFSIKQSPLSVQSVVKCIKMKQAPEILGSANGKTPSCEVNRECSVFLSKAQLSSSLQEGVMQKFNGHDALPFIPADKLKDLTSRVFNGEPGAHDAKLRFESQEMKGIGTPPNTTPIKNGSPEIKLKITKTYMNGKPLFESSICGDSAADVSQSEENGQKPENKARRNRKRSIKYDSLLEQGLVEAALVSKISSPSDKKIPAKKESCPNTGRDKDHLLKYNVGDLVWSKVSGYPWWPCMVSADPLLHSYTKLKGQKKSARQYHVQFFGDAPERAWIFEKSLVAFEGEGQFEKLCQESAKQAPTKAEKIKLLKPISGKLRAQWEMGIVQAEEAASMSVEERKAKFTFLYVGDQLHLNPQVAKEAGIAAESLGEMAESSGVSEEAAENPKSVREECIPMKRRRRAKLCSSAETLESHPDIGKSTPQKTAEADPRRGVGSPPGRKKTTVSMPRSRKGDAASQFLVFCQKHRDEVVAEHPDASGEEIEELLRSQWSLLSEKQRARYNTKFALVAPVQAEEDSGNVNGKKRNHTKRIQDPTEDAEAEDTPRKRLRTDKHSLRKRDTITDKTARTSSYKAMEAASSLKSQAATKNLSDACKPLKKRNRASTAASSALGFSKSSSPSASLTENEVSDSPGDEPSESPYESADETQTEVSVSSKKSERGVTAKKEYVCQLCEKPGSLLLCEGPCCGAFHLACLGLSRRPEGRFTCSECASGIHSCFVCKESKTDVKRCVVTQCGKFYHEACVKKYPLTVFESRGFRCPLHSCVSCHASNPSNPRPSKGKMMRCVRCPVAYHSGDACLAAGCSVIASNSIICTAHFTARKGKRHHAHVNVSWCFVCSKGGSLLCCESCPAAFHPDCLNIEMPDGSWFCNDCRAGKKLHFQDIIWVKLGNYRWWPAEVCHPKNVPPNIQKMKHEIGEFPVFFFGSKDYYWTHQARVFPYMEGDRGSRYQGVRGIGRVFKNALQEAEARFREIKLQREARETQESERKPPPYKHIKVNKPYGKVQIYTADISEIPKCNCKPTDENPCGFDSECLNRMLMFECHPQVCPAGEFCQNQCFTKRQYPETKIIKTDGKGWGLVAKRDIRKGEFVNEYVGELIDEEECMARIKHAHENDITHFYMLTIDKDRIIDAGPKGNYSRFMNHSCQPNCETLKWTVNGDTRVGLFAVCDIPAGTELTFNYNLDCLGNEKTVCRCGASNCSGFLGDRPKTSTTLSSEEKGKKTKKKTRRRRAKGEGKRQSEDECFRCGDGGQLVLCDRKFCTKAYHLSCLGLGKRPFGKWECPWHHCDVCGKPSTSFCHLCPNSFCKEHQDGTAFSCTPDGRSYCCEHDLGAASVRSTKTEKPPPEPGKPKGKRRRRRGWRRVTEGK
# PvdQ inh = P. aeruginosa PvdQ acylase inhibitors, primary screen, biochemical, fluorescence, plate reader and imaging, single point; PvdQ acylase [Pseudomonas aeruginosa LESB58]; purified PvdQ acylase; inhibition, % at 10 µM; hit rate 0.063% among 340,000; in the data active = inhibition above about 30%, passing the limit was not always enough; inconclusive = no clear call, values can overlap the other calls;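 note: 0% = vehicle neutral wells and 100% = reference inhibitor wells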
# Keap1-Nrf2 PPI = Keap1-Nrf2 protein-protein interaction inhibitors, primary screen, biochemical, fluorescence polarization, single point | Keap1 Kelch-Nrf2 peptide fluorescence polarization, 1536-well | inhibition, % at 9.4 µM | hit rate 0.15% among 340,000 | AID 504523, 2011; in the data active = inhibition above about 12%; inconclusive = no clear call, values can overlap the other calls; inactive = below about 7.3%;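 note: human Keap1 Kelch domain with fluorescein labeled Nrf2 9mer peptide probe; 0% = neutral control wells and 100% = peptide positive control; higher means more block of Keap1 binding to Nrf2 peptide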
# cardiac RTF act = cardiac RTF calcium sensitivity activators, primary screen, biochemical, IANBD-TnC fluorescence, EC20 calcium. Troponin I, cardiac muscle (Homo sapiens) + Troponin T, cardiac muscle (Homo sapiens) + …. IANBD-labeled TnC RTF fluorescence at EC20 calcium; 0% EC20 calcium, 100% full calcium. activation, % at 7.2 µM. hit rate 0.24% among 340,000. AID 493008, 2010;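 active = activation above the mean over all tested compounds plus 3 SD, cut at about 30% in these data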;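 note: rise in fluorescence read as greater calcium sensitivity of cardiac thin filaments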
# Mot1-301 SUMO = yeast Mot1-301 growth rescue at high temperature, primary screen, SUMOylation pathway inhibitor project, S. cerevisiae, ATP luminescence, 38.5C | hit rate 1% among 320,000 | growth rescue, % at 18.8 µM | AID 2716, 2010 | S. cerevisiae Mot1-301 growth rescue; percent above DMSO median, 100 means doubled;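 active = every valid replicate shows activation above 250% relative to neutral control wells; inactive = the rest, any valid replicate at or below 250%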;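 note: OY570 slx delta 5 strain wells were the positive control but not used for scaling; some compounds called inactive have numbers as strong as hits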
# LANA DNA inh = inhibitors of KSHV C-LANA binding to DNA, primary screen, biochemical, fluorescence polarization, FAM-LBS DNA, MBP-C-LANA, single point | inhibition, % at 9 µM | hit rate 0.078% among 340,000 | AID 504423, 2011;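 active = highest replicate inhibition at or above 60% at 9 µM, even if other replicates fall short; inactive = all replicates below 60% inhibition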;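 note: 0% = neutral control wells and 100% = 4 µM acridine orange control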
# An asterisk follows results filed as active; u = inconclusive; x = no result given.
SMILES,Rtt109 HAT inh,dFosB activator,RTF Ca sens inh,CDK5 inh,PfHsp90 set2,NSD2 inh,PvdQ inh,Keap1-Nrf2 PPI,cardiac RTF act,Mot1-301 SUMO,LANA DNA inh
Cc1noc(C)c1S(=O)(=O)N1CCCC(C(=O)N2CCc3ccccc3C2)C1 (stereo not given),8,-4,-8,-0.4,6,x,3,1,8,17,1.0
C/C(=N\NC(=O)c1ccc(N(C)C)cc1)c1ccc(C)cc1C,3,0,-19,0.0,-3,0,-13,-2,4,10,1.1
O=C(COc1ccc(Cl)cc1Cl)Nc1ccc(CN2CCCCC2)cc1,12,-7,-4,1.1,4,3,1,1,4,26,-1.6
COc1cc(OC)c(-c2c3cc(O)c(=O)cc-3oc3cc(O)c(O)cc23)cc1OC,18,22*,-488,5.6,u,143*,2,-199,894*,-43,-32
COC(OC)c1ccc(C#N)c(SCc2ccccc2)n1,4,2,x,-2.1,-11,-8,-2,-4,x,-19,-0.8
CCC/C=C1/CCCOC(C(=O)NCc2ccc(C)o2)(C(F)(F)F)C1 (stereo not given),-3,-3,-9,1.3,1,x,0,-14,-6,208,0.7
CN(Cc1ccccc1)C1CCN(Cc2ccccc2[N+](=O)[O-])CC1,-10,-6,-2,-0.2,14,7,-5,5,5,-14,-0.1
CCCCCC(=O)Nc1c(-c2ccc(OC)cc2)c(=O)c2ccccc2n1C,-2,-7,0,-0.9,1,-1,-8,3,0,4,0.6
O=C(/C=C/c1ccccc1)Nc1cccc(C(=O)N2CCCC2)c1,-7,-10,4,-0.1,-15,x,-14,-3,-1,x,-0.5
CN(C)c1ccc(Nc2nc(-c3cccnc3)cs2)cc1,5,-15,2,0.4,-16,0,-19,-1,10,-16,1.0
CCN(CC)C(=O)Cn1cc(C(=O)C(=O)NCc2cccs2)c2ccccc21,-4,0,-9,0.9,6,0,-10,1,3,x,1.4
c1cn(CC2(Cn3ccnc3)COC2)cn1,3,0,2,-1.3,-14,16,5,-2,-5,11,-0.5
CSc1ccc(S(=O)(=O)N(C)Cc2ccccc2)cc1,17,-9,-5,-1.0,15,-3,-22,-9,2,14,-0.1
CCOc1ccc(/C=N/NC(=O)c2nnn(-c3nonc3N)c2-c2cccs2)cc1,-11,10,-3,-2.2,-7,-1,6,3,-5,236,-0.8
COc1cccc(OC)c1C(=O)NNC(=O)c1cccnc1,0,-2,x,0.0,-14,-1,-13,-1,x,2,-0.2
Cc1ccc2nc(Nc3ccccc3)c(/C=N/O)c(=O)n2c1,u,-9,4,1.8,-18,16,-19,-4,-10,21,0.1
O=[N+]([O-])c1cc(-c2nc(-c3ccncc3)no2)cc([N+](=O)[O-])c1,1,-4,-1,-0.2,29,0,-7,-4,4,130,0.4
CC1=CC(C)(C)NC(=S)N1c1ccc(Cl)cc1,x,-5,-1,0.2,14,-1,9,-2,-4,x,0.0
O=C(O)c1ccc(CSc2nnc(-c3ccco3)o2)cc1,3,4,-9,0.4,-12,x,-13,4,2,-4,0.7
CS(=O)(=O)n1nc(OC(=O)c2cc(Br)ccc2Cl)cc1N,-5,-3,0,-0.2,0,0,-3,-40,3,-19,-0.2
CC(NC(=O)c1ccco1)c1nc(-c2ccccc2Cl)no1 (stereo not given),9,-13,-10,1.3,0,-5,-3,-3,-6,20,-0.8
COc1cc(OC)cc(C(=O)Nc2ccc(Cn3ccnc3)cc2)c1,8,-8,0,0.9,1,9,0,1,0,-34,0.8
O=C1CC(N2CCN(c3ccccc3F)CC2)C(=O)N1c1ccc2c(c1)OCCO2 (stereo not given),1,-1,-35,-3.7,28,-2,-6,-4,-4,-8,1.1
C=CCSc1nc(N2CCOCC2)c2c(c1C#N)CC(C)(C)N(C)C2,-2,-10,-10,-1.0,28,6,-19,-5,-5,x,-0.9
O=C(COc1ccc2ccc(=O)oc2c1)NCC(O)c1ccccc1 (stereo not given),-3,-1,-8,0.3,-2,-2,-7,1,-8,17,-0.2

# The closing two records of the section above come first, to join the parts.
SMILES,Rtt109 HAT inh,dFosB activator,RTF Ca sens inh,CDK5 inh,PfHsp90 set2,NSD2 inh,PvdQ inh,Keap1-Nrf2 PPI,cardiac RTF act,Mot1-301 SUMO,LANA DNA inh
C=CCSc1nc(N2CCOCC2)c2c(c1C#N)CC(C)(C)N(C)C2,-2,-10,-10,-1.0,28,6,-19,-5,-5,x,-0.9
O=C(COc1ccc2ccc(=O)oc2c1)NCC(O)c1ccccc1 (stereo not given),-3,-1,-8,0.3,-2,-2,-7,1,-8,17,-0.2
Cn1c(=O)n(C)c2cc(/C=N/N=C3/NC(=O)C(CC(=O)O)S3)ccc21 (stereo not given),3,4,0,3.2,-13,4,-1,-1,-1,6,0.4
O=[N+]([O-])c1cccnc1N/N=C/c1ccccc1O,-5,1,-4,-0.7,-6,0,-7,1,1,-13,-0.1
CCOC(=O)c1ccc(N/C=C2/CCCC(C)C2=O)cc1 (stereo not given),18,-3,4,0.7,-15,-6,0,-5,7,8,-0.4
CCCc1nc2ccccc2c(=O)n1-c1c(C)n(C)n(-c2ccccc2)c1=O,-1,-1,2,-0.4,-27,-1,-13,-8,-1,17,-0.6
CCN(CC(=O)Nc1ccc(NC(C)=O)cc1)C(=O)c1cc([N+](=O)[O-])ccc1Sc1ccc(Cl)cc1,15,-1,2,-1.6,-5,2,-5,5,-9,x,-0.8
COc1ccccc1C(CNc1ccc(S(=O)(=O)N2CCCC2)cc1[N+](=O)[O-])N(C)C (stereo not given),4,-7,1,-0.8,-8,9,-10,-4,4,31,-0.6
O=C1c2ccccc2C(=O)N1CCSc1nnc(-c2ccco2)n1Cc1ccccc1,-1,-4,-5,-0.2,-2,37,-8,3,-4,35,2.0
COc1ccc(S(=O)(=O)N2CCOCC2)cc1C(=O)Nc1ccc(N2CCCCCC2)cc1,3,-6,-4,1.4,7,3,0,-5,-7,x,-0.8
Cc1cc(C)cc(-n2c3nc4ccccc4nc3c3c(=O)n(Cc4ccco4)cnc32)c1,-4,-33,0,1.5,-15,x,-8,-2,2,-11,-1.0
Cc1ccc(NC(=O)NC(=O)N(C2CCCCC2)S(=O)(=O)c2ccccc2)cc1,-3,-1,-3,1.3,-26,-2,4,-5,7,-10,-0.1
CCn1cc(/C=N/NC(=O)c2ccc3c(c2)OCO3)c(C)n1,2,-2,5,0.5,19,0,10,-4,0,497,0.5
COC(=O)C1=C(C(=O)OC)C2C(C)=CC(C)=CN2C(C(=O)OC)=C1C(=O)OC (stereo not given),4,-8,1,x,10,13,8,-5,-5,-15,2.9
CCC(C(=O)NC1CCCCC1)n1c(SCc2ccccc2F)nc2ccncc21 (stereo not given),7,-1,-3,-0.5,-16,x,-18,1,2,2,1.2
O=C(/C=C/Nc1cccc([N+](=O)[O-])c1)c1ccco1,32,1,-8,-1.8,8,x,19,5,12,7,0.0
O=C(Cc1ncc(C(F)(F)F)cc1Cl)NCc1ccco1,-5,-2,6,0.3,1,-1,-4,-1,1,3,1.7
CCOc1ccc(N/C(C)=C/C(=O)c2ccc3c(c2)OCCO3)cc1,-4,-7,3,-0.2,-3,0,-2,-2,6,10,-3.8
COc1ccc(/C=C(\NC(=O)c2ccccc2)C(=O)OC[C@@H]2CCC[N+]3(C)CCCCC23)cc1OC (stereo not given in full),-5,1,0,-0.6,-15,0,0,1,-2,-18,0.2
O=C(c1cnn(C(=O)COc2ccccc2F)c1)c1cc(F)ccc1O,26,-7,-4,0.1,5,-3,7,0,4,96,0.5
O=C(Cc1ccccc1F)Nc1cc(S(=O)(=O)N2CCOCC2)ccc1N1CCOCC1,0,-2,4,0.5,-6,0,-14,-2,-3,7,0.0
CCCCOC(=O)Nc1nc(C)c(C(=O)OCC)s1,0,-2,1,-0.5,9,-2,-4,-1,-2,1,-0.7
CCOc1ccc(NC(=O)c2ccc(NC(=S)NC3CC3)cc2)cc1,0,-13,-1,-1.1,-5,-1,-14,-5,1,-3,0.6
O=C(/C(=N\O)n1cncn1)c1ccc(Br)cc1Br,-7,-1,-6,2.8,-18,-2,-29,-4,13,5,1.1
NC(=O)COC(=O)CCCc1nc2ccccc2s1,-11,7,-4,0.6,x,0,-9,6,-3,-6,1.1
CC(C)(C)c1ccc(C(=O)NCc2nnc(SCC(=O)NC3CCCC3)o2)cc1,3,-8,-2,1.0,-11,5,4,0,-10,-4,1.3
COc1ccccc1CNC(=O)CN(C)S(=O)(=O)c1ccc(F)cc1,0,-17,8,0.0,8,2,-13,-6,-1,64,0.6
SMILES,Rtt109 HAT inh,dFosB activator,RTF Ca sens inh,CDK5 inh,PfHsp90 set2,NSD2 inh,PvdQ inh,Keap1-Nrf2 PPI,cardiac RTF act,Mot1-301 SUMO,LANA DNA inh
Cc1ccc(OCCC(=O)Nc2cc(S(=O)(=O)N3CCOCC3)ccc2N2CCCC2)cc1,11,-14,-11,1.5,x,-1,-17,-1,4,x,-0.7
O=C(NCCN1CCN(c2ccccc2)CC1)c1cccc(Cl)c1,-3,-15,-11,-1.9,-2,3,-5,-5,-3,-14,-1.6
COc1ccc(CCNC(=O)CCCN2C(=O)c3ccccc3C2=O)cc1,-14,-8,x,0.0,-3,-2,-8,0,x,294,-0.6
COc1cc(C(=O)NC2CCN(CC(=O)NC3CCCCC3)CC2)cc(OC)c1OC,-14,-4,-18,-0.8,-8,0,-4,0,-4,-1,-0.5
COc1ccc(C(=O)CSc2nc(C)cc(C)n2)cc1C,-2,-2,0,-1.5,-2,-5,3,2,-2,-1,1.1
CC(C)(C)OC(=O)NCc1ccc(CNC(=O)c2[nH]cnc2C(=O)NCC(=O)OCc2ccccc2)cc1,-7,-12,-2,-0.3,9,x,-17,-4,-6,-1,0.0
Cc1csc(Nc2nc(N)c(C(=O)Nc3cc(Cl)ccc3F)o2)n1,-13,20*,0,0.0,3,1,-6,-1,-1,70,0.8
CC(C)(C)c1ccc(-n2ncc3c2CCCC3NC(=O)C2(C(N)=O)CC2)cc1 (stereo not given),1,-9,-5,-1.4,17,1,-10,1,1,276,-1.7

# Screens (PubChem)
